Screening results as filed in PubChem BioAssay.
HCT116 PTEN-null: growth suppression of PTEN-null HCT116, primary screen, cell-based, CellTiter-Glo; HCT116 PTEN-null viability, 60 h; active compounds read low; viability, % at 10 µM; actives 1.2% (n = 140,000);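 active = viability at or below a set limit, 4 SD under the median of all tested compounds, cut at about 3.7% in these data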;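 also: PTEN knockout HCT116 line with beta catenin targeted HCT116 as companion control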
Phagocytosis inh: inhibitors of macrophage phagocytosis, primary screen, imaging, J774A.1 cells, IgG beads; actives 0.07% (n = 110,000); inhibition, % at 5 µM; AID 1029, 2008; J774A.1 macrophage IgG-bead phagocytosis;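 active = inhibition above the mean of the plate negative controls plus 5 SD, cut at about 13% in these data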;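 also: phagocytic index as fraction of beads internalized from green versus red external bead signal; plate controls were DMSO negative control for no effect and cytochalasin-D positive control for full effect; some results beyond the cut were filed as inactive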
Yeast lifespan up: compounds extending yeast replicative lifespan, primary screen, S. cerevisiae, OD615 | S. cerevisiae growth with nicotinamide; deaD strain in restrictive glucose medium | inhibition of the nicotinamide effect, % at 10 µM | actives 0.68% (n = 130,000);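 active = inhibition above a set limit, placed 3 SD over the median of all compounds, cut at about 26% in these data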;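 also: 0% = nicotinamide-treated wells and 100% = cells grown without nicotinamide; some compounds called inactive have numbers as strong as hits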
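Test system: DeaD-strain S. cerevisiae / Buffer or medium: restrictive glucose medium / Also added: nicotinamide 1.5 mM / Doses: one concentration, 10 µM, DMSO 0.25% / Schedule: 48 h at 30 °C / Signal: OD615 measurement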
bCat KO growth: primary screen for growth suppressors in beta-catenin knockout HCT116 cells (colon tumor, human). HCT116 beta-catenin knockout viability, CellTiter-Glo, 60 h; active compounds read low. viability, % at 10 µM. actives 1.5% (n = 140,000). AID 818, 2007;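 active = viability at or under a set limit, the compound median less 4 SD, cut at about 6% in these data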;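 also: 0% = Hyamine 1622 control at 20 µM and 100% = untreated cell control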
Measles CPE: compounds protecting cells from measles virus cytopathic effect, primary screen, measles RdRp inhibitor project, single point, MLSMR library, absorbance; Measles virus-infected cells, CPE protection; actives 1.5% (n = 140,000); AID 841, 2007; protection (pct of control), % at 4 µM; in the data active = protection mostly above about 24%, no sharp cut-off; inactive = mostly below about 26%; also: some compounds called inactive have numbers as strong as hits
E-sel TNF inh: E-selectin induction blockers in HUVEC – imaging, immunofluorescence, high content, primary screen | AID 1246, 2008 | HUVEC TNFa-induced E-selectin immunofluorescence | actives 0.71% (n = 120,000) | inhibition, % at 2 µM;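 active = inhibition above the batch mean plus 3 SD, and confirmed as a hit on visual image review, cut at about 43% in these data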;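 also: 0% = TNF-stimulated DMSO wells and 100% = unstimulated control wells; not every result past the cut was called active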
MRP1 act: H69AR viability gain despite doxorubicin, primary screen, MRP-1 activator project, H69AR cells, CellTiter-Glo | viability rescue | viability increase, % at 10 µM | actives 0.61% (n = 140,000) | AID 799, 2007;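 active = viability gain under doxorubicin at or above a set limit, the compound median plus 3 SD, cut at about 4.7% in these data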;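 also: MRP-1 overexpressing cells given doxorubicin 25 µM after compound pretreatment; 18-22 h compound pretreatment then 72 h with doxorubicin before readout; 0% = doxorubicin-only wells and 100% = vehicle-treated cells without doxorubicin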
NPY-Y2 antag: NPY-Y2 receptor antagonists, primary screen, cell-based | AID 793, 2007 | NPY-Y2 expressing cells, antagonist mode | actives 0.99% (n = 140,000) | inhibition, % at 2.7 µM; in the data active = inhibition above about 17%;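 also: 0% = vehicle with agonist challenge and 100% = reference antagonist with challenge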
Target sequence (P49146 whole entry, looked up): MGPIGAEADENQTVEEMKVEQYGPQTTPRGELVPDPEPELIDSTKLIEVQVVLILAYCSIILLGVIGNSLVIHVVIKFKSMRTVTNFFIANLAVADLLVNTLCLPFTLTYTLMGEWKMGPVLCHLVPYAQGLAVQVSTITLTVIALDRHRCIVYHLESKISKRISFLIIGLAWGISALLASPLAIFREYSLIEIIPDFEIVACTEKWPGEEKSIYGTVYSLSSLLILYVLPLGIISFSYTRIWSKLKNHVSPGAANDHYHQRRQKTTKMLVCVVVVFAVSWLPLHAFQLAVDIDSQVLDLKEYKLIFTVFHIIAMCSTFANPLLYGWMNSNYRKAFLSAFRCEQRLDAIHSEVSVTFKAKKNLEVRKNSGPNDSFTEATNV
BB579 growth dn: growth inhibitors of yeast BB579 in restrictive medium, primary screen, yeast lifespan-shortening project, S. cerevisiae. OD615, 48 h. inhibition, % at 10 µM. actives 0.51% (n = 140,000). AID 804, 2007;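 active = inhibition above a set limit, 3 SD over the mean compound inhibition, cut at about 44% in these data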; also: inactives centre near -24
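controls = amphotericin B 10 µg/mL, positive | assay system = DeaD yeast strain BB579 | schedule = 48 h compound exposure at 30 °C after 4 h preincubation | detection = OD615 turbidity measurement | medium = restrictive CSMM-D medium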
GALR2 antag: GALR2 antagonists in receptor-expressing cells, primary screen. Galanin receptor type 2 (Homo sapiens), O43603. antagonist mode. inhibition, % at 4 µM. actives 0.39% (n = 140,000); in the data active = inhibition above about 27%;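 also: cells stimulated with galanin 1-16 at roughly its EC80; 0% = agonist challenge control and 100% = basal control without agonist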
Target sequence (O43603 whole entry, looked up): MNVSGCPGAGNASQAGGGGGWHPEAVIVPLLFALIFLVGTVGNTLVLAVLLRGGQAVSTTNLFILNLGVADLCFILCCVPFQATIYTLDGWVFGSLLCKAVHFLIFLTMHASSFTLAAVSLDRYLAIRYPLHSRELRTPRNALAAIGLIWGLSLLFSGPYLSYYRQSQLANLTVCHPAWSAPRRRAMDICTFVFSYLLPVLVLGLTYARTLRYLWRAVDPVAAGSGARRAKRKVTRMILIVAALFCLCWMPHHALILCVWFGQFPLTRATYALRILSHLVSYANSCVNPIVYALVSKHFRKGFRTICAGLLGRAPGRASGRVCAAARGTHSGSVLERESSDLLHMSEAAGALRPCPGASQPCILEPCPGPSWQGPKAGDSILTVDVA
* hit, by the source's call; · = not tested or not shown. Compounds as they come. About 6.1% of those tested had a hit in this group.

SMILES | HCT116 PTEN-null | Phagocytosis inh | Yeast lifespan up | bCat KO growth | Measles CPE | E-sel TNF inh | MRP1 act | NPY-Y2 antag | BB579 growth dn | GALR2 antag
Cc1ccc(N(Cc2ccc(C(=O)Nc3ccccc3C(=O)NCc3ccco3)cc2)S(C)(=O)=O)cc1C | 83 | 1 | 9 | 87 | 1 | -1 | -0.6 | 6 | -56 | 4
COc1cccc(/C=N/NC(=O)CCc2ccccc2)c1 | 88 | · | -19 | 86 | 8 | 20 | -0.4 | 1 | -49 | -2
Cc1ccc(-n2nnnc2SCC(=O)Nc2ccccc2-c2ccccc2)cc1C | 88 | 5 | -3 | 89 | 5 | 5 | 1.8 | 13 | -14 | 7
Oc1ccc(-c2n[nH]c(=S)n2Cc2ccco2)cc1 | 89 | -1 | -7 | 106 | 25 | 33 | -0.4 | 4 | -34 | 14
Cc1ccccc1Nc1nc(N)nc(COC(=O)c2ccc(S(=O)(=O)N(C)C)cc2)n1 | 101 | -4 | -3 | 98 | 20 | · | -1.7 | -1 | -10 | -6
Cc1ccc2cc3cc(C(=O)N4CCCCC4C)oc3nc2c1 (stereo not given) | 93 | · | -21 | 85 | 5 | · | -1.0 | 4 | -6 | -11
COC(=O)c1ccc(-n2nnnc2SCc2ccccc2OC)cc1 | 43 | -2 | -6 | 29 | 3 | · | -3.6 | 8 | -15 | -4
CN1C(=O)c2cccc(NCCCN3C(=O)c4ccccc4C3=O)c2C1=O | 101 | -2 | -18 | 101 | 27 | -3 | -3.4 | 0 | -57 | 8
Cc1cc(C)c(C#N)c(SCSCc2ccccc2)n1 | 73 | 2 | -10 | 60 | 9 | 7 | 1.1 | 5 | -13 | 0
Cc1cc(C)n(C(=O)c2ccc(C)c(S(=O)(=O)N3CCOCC3)c2)n1 | 103 | 0 | 3 | 96 | 1 | -25 | -0.6 | 1 | -23 | 6
CCCC(=O)Nc1ccc(C(=O)NNC(=O)c2cccs2)cc1 | 100 | · | -24 | 96 | 6 | · | -3.1 | 1 | -14 | 2
O=c1oc2ccccc2c(NCc2cccc(F)c2)c1[N+](=O)[O-] | 109 | · | -7 | 93 | 6 | 39 | -1.9 | 2 | -17 | 7
Cc1noc(C)c1S(=O)(=O)N(CC(=O)Nc1ccc2c(c1)OCCO2)c1ccc(C(C)C)cc1 | 59 | -1 | -11 | 51 | 24 | · | -3.0 | 5 | -12 | 8
Cc1nc(C)c(C(=O)Nc2ccccc2)s1 | 86 | -1 | -22 | 105 | 17 | 15 | -0.6 | 6 | -36 | 0
O=C(Nc1ccccc1C(=O)N1CCOCC1)c1cccnc1 | 104 | · | -10 | 101 | 14 | -8 | -1.3 | -2 | -46 | 4

Five structures already listed, ordered by number of heavy atoms, lowest first:
SMILES | HCT116 PTEN-null | Phagocytosis inh | Yeast lifespan up | bCat KO growth | Measles CPE | E-sel TNF inh | MRP1 act | NPY-Y2 antag | BB579 growth dn | GALR2 antag
Oc1ccc(-c2n[nH]c(=S)n2Cc2ccco2)cc1 | 89 | -1 | -7 | 106 | 25 | 33 | -0.4 | 4 | -34 | 14
COc1cccc(/C=N/NC(=O)CCc2ccccc2)c1 | 88 | · | -19 | 86 | 8 | 20 | -0.4 | 1 | -49 | -2
Cc1ccc2cc3cc(C(=O)N4CCCCC4C)oc3nc2c1 (stereo not given) | 93 | · | -21 | 85 | 5 | · | -1.0 | 4 | -6 | -11
COC(=O)c1ccc(-n2nnnc2SCc2ccccc2OC)cc1 | 43 | -2 | -6 | 29 | 3 | · | -3.6 | 8 | -15 | -4
Cc1ccc(-n2nnnc2SCC(=O)Nc2ccccc2-c2ccccc2)cc1C | 88 | 5 | -3 | 89 | 5 | 5 | 1.8 | 13 | -14 | 7

The results go on:
SMILES | HCT116 PTEN-null | Phagocytosis inh | Yeast lifespan up | bCat KO growth | Measles CPE | E-sel TNF inh | MRP1 act | NPY-Y2 antag | BB579 growth dn | GALR2 antag
COc1cccc(C(=O)CN2CCN(S(=O)(=O)c3cccc([N+](=O)[O-])c3)CC2)c1 | 86 | -3 | -1 | 95 | 19 | · | -1.7 | 0 | -12 | 3
CCC(CO)NCc1ccc(OCC(=O)Nc2cccc(C(F)(F)F)c2)c(OC)c1 (stereo not given) | 90 | -2 | -6 | 89 | 6 | · | -3.3 | 4 | -26 | 9
Cc1ccccc1NC(=O)N(CCc1nc2ccccc2[nH]1)Cc1ccccc1 | 81 | · | · | 94 | 27 | 29 | -3.2 | 4 | -19 | 14
CCOC(=O)N1CCN(C(=O)c2ccc3c(=O)n(Cc4ccc(OC)cc4)c(=S)[nH]c3c2)CC1 | 71 | · | -4 | 75 | 27 | -28 | -3.3 | 9 | -21 | -2
Cc1cc2cccc(C)c2nc1SCC(=O)N(C)c1nc(-c2ccccc2)cs1 | 103 | · | -12 | 102 | 16 | -11 | -0.4 | 1 | -60 | 4
COC(=O)C1NN=C(C(=O)c2ccccc2)C1c1ccccc1 (stereo not given) | 90 | 1 | 12 | 86 | 16 | · | -1.7 | 3 | -31 | 0
O=C(CCSc1nccn1Cc1ccccc1)N1CCOCC1 | 105 | 0 | -12 | 94 | 5 | -11 | 0.5 | 4 | -22 | -22
CCC/C(=C1/C(=O)CC(C)(C)C(C(=O)OC)C1=O)N1CCCC1 (stereo not given) | 95 | 1 | 47 | 107 | 1 | -7 | -0.9 | 1 | -22 | 1
Cc1cc(C)nc(N2CCC(C(=O)O)CC2)n1 | 95 | 1 | -3 | 98 | 14 | 30 | -1.6 | -1 | 18 | -3
COc1cccc(CNC(=O)Cn2cccc2)c1 | 74 | · | -16 | 85 | 0 | -6 | -0.8 | -1 | -32 | -7
CC(C)N(Cc1cc2ccccc2[nH]c1=O)C(=O)c1cccnc1 | 102 | 0 | 1 | 96 | 4 | · | 0.2 | 2 | -54 | 0
CCOC(=O)c1c(NC(=O)CSc2nnc(-c3ccco3)o2)sc(C)c1C | 100 | · | -8 | 94 | 3 | -12 | -2.2 | 13 | -22 | 3

Full records, looked up by structure.
Shown for `COc1cccc(CNC(=O)Cn2cccc2)c1` → HCT116 PTEN-null = 74; Phagocytosis inh = ·; Yeast lifespan up = -16; bCat KO growth = 85; Measles CPE = 0; E-sel TNF inh = -6; MRP1 act = -0.8; NPY-Y2 antag = -1; BB579 growth dn = -32; GALR2 antag = -7
Shown for `Cc1ccccc1NC(=O)N(CCc1nc2ccccc2[nH]1)Cc1ccccc1` → HCT116 PTEN-null = 81; Phagocytosis inh = ·; Yeast lifespan up = ·; bCat KO growth = 94; Measles CPE = 27; E-sel TNF inh = 29; MRP1 act = -3.2; NPY-Y2 antag = 4; BB579 growth dn = -19; GALR2 antag = 14
Shown for `CCC(CO)NCc1ccc(OCC(=O)Nc2cccc(C(F)(F)F)c2)c(OC)c1` (stereo not given) → HCT116 PTEN-null = 90; Phagocytosis inh = -2; Yeast lifespan up = -6; bCat KO growth = 89; Measles CPE = 6; E-sel TNF inh = ·; MRP1 act = -3.3; NPY-Y2 antag = 4; BB579 growth dn = -26; GALR2 antag = 9
